Pf Dd2 growth: P. falciparum Dd2 growth inhibitors, primary screen, SYBR Green fluorescence, single dose replicates | 72 h; hits give low values | activity change, % at 10 µM | hit rate 2.3% among 94,000; in the data active = activity change below about -80%; inconclusive = no clear call, values can overlap the other calls
KDM4C inh: inhibitors of GASC-1 (KDM4C) histone demethylase, primary screen, biochemical, single concentration HTS. AID 720574, 2013. Lysine-specific demethylase 4C (Homo sapiens), Q9H3R0. hit rate 0.15% among 96,000. inhibition, % at 12.5 µM. GST-KDM4C 2-372, H3K9me3 peptide, LANCE TR-FRET;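 active = mean replicate inhibition above about 25%, with at least 55% of replicates also reaching it, limit read from the data, passing the limit was not always enough; inconclusive = only one of those two conditions met; inactive = neither condition met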
Target sequence (Q9H3R0 2-372 limits assumed): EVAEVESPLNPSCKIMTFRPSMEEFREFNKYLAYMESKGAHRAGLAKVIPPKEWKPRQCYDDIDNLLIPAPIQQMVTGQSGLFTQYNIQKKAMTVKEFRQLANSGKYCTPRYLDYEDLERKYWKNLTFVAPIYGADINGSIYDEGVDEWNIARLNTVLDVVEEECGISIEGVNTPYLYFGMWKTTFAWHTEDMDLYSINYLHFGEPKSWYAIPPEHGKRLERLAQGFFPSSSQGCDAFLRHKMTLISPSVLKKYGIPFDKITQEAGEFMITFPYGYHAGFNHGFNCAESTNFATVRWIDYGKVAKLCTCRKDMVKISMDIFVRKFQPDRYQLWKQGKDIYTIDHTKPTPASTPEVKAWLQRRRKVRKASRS
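material = GST-tagged GASC-1 (JMJD2C) catalytic fragment, aa 2-372 | amount = enzyme final amount 10 nM | medium = HEPES buffer, pH 7.5, plus ascorbate | also added = H3K9me3 peptide substrate, Fe(II), 2-oxoglutarate | dosing = single dose | times = 30 min demethylation and 1 h detection at room temperature | detection = LANCE TR-FRET | read-out basis = Fall in 671/618 emission ratio as inhibition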
C diff growth: C. difficile growth inhibitors, primary screen, HTS | Clostridium difficile clinical isolate growth, OD600, 24 h; hits give low values | growth activity, negative = inhibition, % at 16 µg/mL (by protocol) | hit rate 0.25% among 86,000 | AID 1259249, 2017;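 active = mean growth activity at or below -80% and every replicate also at or below -80%; inconclusive = mean at or below -80% but some replicate above -80%; inactive = mean growth activity above -80%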;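 note: 0% = DMSO wells and -100% = levofloxacin 16 µg/mL wells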
T cruzi growth: T. cruzi intracellular proliferation inhibitors, primary screen, cell-based, beta-gal Tulahuen parasites, NIH3T3 host, luminescence. hit rate 5.9% among 77,000. inhibition, % at 8.34 µM. T. cruzi beta-gal in NIH3T3, GalScreen luminescence, 90 h;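 active = mean inhibition above about 93%, with at least 55% of replicates each passing it, limit read from the data, passing the limit was not always enough; inconclusive = only one of those two conditions holds; inactive = neither condition holds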
Starred values were filed as active, the others as inactive; u = inconclusive; x = no result given; & = joins results of further samples.

Under each structure: Pf Dd2 growth, KDM4C inh, C diff growth, T cruzi growth
C[C@H](CO)N1C[C@H](C)[C@H](CN(C)S(=O)(=O)c2ccc(F)cc2)Oc2ccc(NC(=O)C3CCCCC3)cc2CC1=O
    -12.8, -0.1, 0.5, x
C[C@H](CO)N1C[C@H](C)[C@@H](CN(C)Cc2ccncc2)Oc2ccc(NS(=O)(=O)c3cn(C)cn3)cc2C1=O
    8.2, x, 2.0, x
O=C(CCN1CCCCC1)NCC[C@@H]1CC[C@@H](NS(=O)(=O)c2cccc(F)c2)[C@H](CO)O1
    11.5, 0.6, -1.9, 20.0
O=C(CN1CCOCC1)NCC[C@@H]1CC[C@H](NC(=O)c2ccccc2F)[C@H](CO)O1
    7.8, 1.0, x, -7.6
COc1ccc(S(=O)(=O)Nc2ccc3c(c2)C(=O)N([C@H](C)CO)C[C@@H](C)[C@@H](CN(C)C(=O)NC(C)C)OCCCC[C@H](C)O3)cc1
    x, 0.8, -1.7, -20.7
COCC(=O)N1CC2(C1)[C@H](c1ccc(-c3ccc(F)cc3)cc1)[C@H](CO)N2C(=O)C1CC1
    -41.8, -2.6, -1.2, x
CCCNC(=O)C[C@H]1CC[C@H]2[C@H](COc3ccc(NC(=O)CCC)cc3C(=O)N2C)O1
    11.1, 2.2, 0.9, 0.8
C/C=C/c1ccc2c(c1)O[C@@H](CN(C)C(=O)c1cnccn1)[C@H](C)CN([C@H](C)CO)S2(=O)=O
    4.1, -0.5, 3.1, x
C[C@@H]1CN([C@@H](C)CO)S(=O)(=O)c2ccc(C#CC3(O)CCCC3)cc2O[C@H]1CN(C)C(=O)Cc1ccccc1
    -37.9, -0.1, -13.7, -19.9
COC(=O)N(C)C[C@@H]1OCc2cnnn2CCCC(=O)N([C@@H](C)CO)C[C@H]1C
    5.9&-15.6, -1.2, 4.6, -5.7&29.3
C[C@H](CO)N1C[C@H](C)[C@H](CN(C)Cc2ccc(C(=O)O)cc2)Oc2ccc(NC(=O)c3ccncc3)cc2CC1=O
    7.9, -1.6, -2.7, x
COCC(=O)N1CC2(CCN(C(=O)c3ccccn3)CC2)c2c(n(C)c3cc(OC)ccc23)[C@@H]1CO
    -11.5, 1.2, 4.5, x
C[C@@H]1CN([C@H](C)CO)C(=O)c2cc(NC(=O)c3ccccc3)ccc2O[C@@H](C)CCCCO[C@@H]1CN(C)Cc1ccc(Cl)c(Cl)c1
    -68.2, 1.5, 12.9, 94.8
O=C([C@H]1[C@H](CO)[C@H]2Cn3c(cccc3=O)[C@H]2N1CC1CCCCC1)N1CCOCC1
    -1.8, 4.2, -2.0, x
Cc1noc(C)c1NC(=O)Nc1ccc2c(c1)C(=O)N([C@H](C)CO)C[C@@H](C)[C@H](CN(C)Cc1ccc(C(=O)Nc3ccccc3N)cc1)O2
    0.6, 3.8, -0.5, x
N#C[C@@H]1[C@H](c2ccc(C3=CCCC3)cc2)[C@H](CO)N1C(=O)c1cccc(F)c1
    -6.3, 1.7, 2.2, 77.8
CCC(=O)Nc1ccc2c(c1)OC[C@@H](C)N(C(=O)c1ccc(F)cc1)C[C@H](C)[C@@H](OC)CN(C)C2=O
    -10.9, 0.1, x, 35.5
COc1ccc(C#Cc2ccc3c(c2)O[C@H](CN(C)C(=O)CN2CCOCC2)[C@@H](C)CN([C@@H](C)CO)S3(=O)=O)cc1
    -28.6, -2.5, 0.6, x
O=C(Nc1ccc(F)cc1)N1C[C@H]2[C@@H](c3ccccc31)[C@H](CO)N2C(=O)Cc1ccccn1
    -0.5, 4.7, 11.3, 59.2
CN1C(=O)c2cc(NC(=O)C3CC3)ccc2OC[C@H]2O[C@@H](CC(=O)NC3CCC3)CC[C@@H]21
    -17.1, -1.0, -2.9, -51.8
COCC(=O)N(C[C@H]1[C@H](c2ccccc2)[C@@H](CO)N1C(=O)NC(C)C)C(C)C
    11.1, -0.5, 3.7, -9.0
CNC[C@@H]1Oc2ccc(NC(=O)Nc3ccc(OC)cc3)cc2C(=O)N([C@@H](C)CO)C[C@@H]1C
    2.1, 0.3, 4.4, -3.3
CN(C)C(=O)C[C@@H]1CC[C@@H]2[C@H](COc3ccc(NC(=O)C4CCC4)cc3C(=O)N2C)O1
    -15.3, 0.3, -0.5, x
C[C@@H]1CCCCO[C@@H](CN(C)S(=O)(=O)c2cccs2)[C@H](C)CN([C@@H](C)CO)C(=O)c2cc(NC(=O)Nc3cccc4ccccc34)ccc2O1
    -32.2, -0.2, x, 63.0
C[C@H](CO)N1C[C@H](C)[C@@H](CN(C)C(=O)Nc2ccnc(N3CCOCC3)c2)OCc2ccccc2-c2c(n(C)c3ccccc23)C1=O
    -20.3, -1.3, -9.3, x
O=C(N[C@H]1CC[C@H](CC(=O)N2CCc3ccccc3C2)O[C@@H]1CO)C1CCOCC1
    21.2, -0.2, x, -23.9
C[C@H]1CN([C@@H](C)CO)S(=O)(=O)c2ccc(C#Cc3cccc(F)c3)cc2O[C@@H]1CN(C)S(=O)(=O)c1cn(C)cn1
    -52.0, -0.2, 0.9, 101.5*
C/C=C/c1ccc2c(c1)O[C@H](CN(C)Cc1ccncc1)[C@@H](C)CN([C@@H](C)CO)S2(=O)=O
    -38.3, 3.8, 1.4, 108.6*
CO[C@H]1CN(C)C(=O)c2ccc(NC(=O)c3ccccc3)cc2OC[C@H](C)N(CC2CC2)C[C@H]1C
    8.7, -0.5, x, -21.5
CN(C)CC(=O)N1[C@H](C#N)[C@@H](c2ccc(C#CC3CCCCC3)cc2)[C@@H]1CO
    -16.1, -0.8, 0.5, 71.7
COc1ccc2c3c(n(C)c2c1)[C@@H](CO)N(C(C)=O)CC31CCN(C(=O)c2cnccn2)CC1
    -69.2, 2.3, -2.0, x
C[C@H](CO)N1C[C@H](C)[C@@H](CN(C)S(=O)(=O)c2ccc(F)cc2)OCCCC[C@H](C)Oc2ccc(NS(C)(=O)=O)cc2C1=O
    -14.6, 0.3, -7.2, 20.8
O=C(C[C@H]1C[C@@H]2c3cc(NC(=O)CC4CC4)ccc3O[C@@H]2[C@H](CO)O1)NCCN1CCCCC1
    14.9, 2.5, 1.2, -39.2
CC(C)C#Cc1cnc2c(c1)C(=O)N([C@@H](C)CO)C[C@@H](C)[C@@H](CN(C)C(=O)c1ccc3c(c1)OCO3)O2
    -41.6, -4.0, 3.4, x
COc1ccc(C(=O)Nc2ccc3c(c2)OC[C@H](C)N(C(C)=O)C[C@@H](C)[C@H](OC)CN(C)C3=O)cc1
    -10.0, 0.0, -1.9, -3.6
CC(C)NC(=O)N(C)C[C@H]1Oc2ccc(NC(=O)CCN3CCOCC3)cc2CC(=O)N([C@@H](C)CO)C[C@H]1C
    14.1, -1.0, -2.4, x
C[C@@H]1CN([C@@H](C)CO)C(=O)c2cc(NC(=O)c3ccncc3)ccc2O[C@@H](C)CCCCO[C@H]1CN(C)Cc1ccccc1
    -27.9, 0.2, -4.6, 68.2
CC(C)NC(=O)N1CC[C@@H]2[C@H]1c1cc(Br)ccc1N(C)[C@@H]2CO
    4.8, 4.9, 48.4, 8.5
O=S(=O)(c1ccccc1F)N1C[C@@H]2[C@H](c3ccccc31)[C@H](CO)N2Cc1ccc2c(c1)OCO2
    -19.0, -7.6, -5.9, 74.9
CC(=O)N(C)C[C@H]1Oc2ncc(C#CCC3CCCC3)cc2C(=O)N([C@@H](C)CO)C[C@H]1C
    11.2, 12.2, -5.6, 36.5
Cc1noc(C)c1NC(=O)Nc1ccc2c(c1)CC(=O)N([C@@H](C)CO)C[C@H](C)[C@@H](CN(C)C)O2
    7.2, 1.0, 0.4, x
C[C@@H]1CN([C@@H](C)CO)C(=O)CCCn2nncc2CO[C@H]1CN(C)C(=O)Nc1ccc(F)cc1
    -11.8, -1.1, x, 20.7
C[C@@H]1CN([C@H](C)CO)C(=O)Cc2cc(NC(=O)C3CCCCC3)ccc2O[C@H]1CN(C)C(=O)NC1CCCCC1
    -6.5, 1.1, -1.4, 10.4
CNC[C@H]1Oc2cc(Br)ccc2S(=O)(=O)N([C@H](C)CO)C[C@H]1C
    -6.9&-14.5, -0.6, -3.2&2.2, x
C[C@H](CO)N1C[C@H](C)[C@@H](CN(C)C(=O)Nc2ccc(-c3cccs3)cc2)OCc2cn(nn2)CCCC1=O
    -5.6, -1.6, x, -50.0
C[C@@H]1CN([C@@H](C)CO)S(=O)(=O)c2ccc(C#CC3CCCC3)cc2O[C@H]1CN(C)C(=O)c1cccc(F)c1
    u, -2.3, x, 120.0*
C[C@H](CO)N1C[C@H](C)[C@H](CN(C)S(C)(=O)=O)Oc2ccc(NC(=O)Nc3ccc(C(F)(F)F)cc3)cc2CC1=O
    -8.1, 2.2, -0.6, 36.6
CCNC(=O)[C@H]1[C@H](CO)[C@H]2Cn3c(ccc(-c4ccc(F)cc4)c3=O)[C@H]2N1Cc1cc(F)ccc1F
    -25.1, 2.7, -0.3, 76.1
CNC[C@H]1Oc2cc(C#CC(C)C)ccc2S(=O)(=O)N([C@H](C)CO)C[C@@H]1C
    -28.8, -1.2, -2.0, -46.7
C/C=C/c1ccc2c(c1)O[C@H](CN(C)Cc1cncnc1)[C@@H](C)CN([C@@H](C)CO)S2(=O)=O
    -13.3, 8.5, -5.2, x
COc1cccc(S(=O)(=O)N[C@H]2C=C[C@H](CC(=O)NCc3ccncc3)O[C@@H]2CO)c1
    0.8, -0.1, -5.1, -44.4
C[C@@H]1CN([C@H](C)CO)S(=O)(=O)c2ccc(-c3cccc(F)c3)cc2O[C@@H]1CN(C)C
    x, -2.9, -1.5, -15.0
C[C@@H]1CCCCO[C@@H](CN(C)Cc2ccc3c(c2)OCO3)[C@H](C)CN([C@@H](C)CO)C(=O)c2cc(NS(=O)(=O)c3cccs3)ccc2O1
    -46.2&57.2, 0.7, -1.1&-3.9, 26.4&15.2
O=C(C[C@@H]1C=C[C@H](NC(=O)C2CC2)[C@@H](CO)O1)NCCCN1CCOCC1
    9.2, -1.7, 0.9, x
O=C(N[C@@H]1CC[C@H](CCNC(=O)c2ccccc2F)O[C@@H]1CO)c1cnccn1
    -4.3, -0.2, x, 11.5
CO[C@H]1CN(C)C(=O)c2cc(NC(=O)NC3CCCCC3)ccc2OC[C@@H](C)N(C)C[C@H]1C
    30.3, -0.5, -1.2, -12.1
CC(=O)NC[C@H]1[C@@H](c2ccc(-c3ccccc3)cc2)[C@@H](CO)N1C(=O)C1CCC1
    7.6, 1.0, -8.5, 65.2
CNC[C@@H]1OCCCC[C@H](C)Oc2ccc(N(C)C)cc2C(=O)N([C@@H](C)CO)C[C@H]1C
    -6.8, x, 1.2, 24.3
COc1ccc(S(=O)(=O)N(C)C[C@H]2Oc3ccc(NC(=O)CCCCCC(=O)Nc4ccccc4N)cc3C(=O)N([C@H](C)CO)C[C@H]2C)cc1
    -16.5, 0.1, -5.3, 30.4
COc1cccc(S(=O)(=O)Nc2ccc3c(c2)C(=O)N(C)C[C@H](OC)[C@H](C)CN[C@H](C)CO3)c1
    18.7, -2.1, x, 12.5

In the list so far, four contain two or more sulfur atoms:
Under each structure: Pf Dd2 growth, KDM4C inh, C diff growth, T cruzi growth
C[C@@H]1CCCCO[C@@H](CN(C)S(=O)(=O)c2cccs2)[C@H](C)CN([C@@H](C)CO)C(=O)c2cc(NC(=O)Nc3cccc4ccccc34)ccc2O1
    -32.2, -0.2, x, 63.0
C[C@H]1CN([C@@H](C)CO)S(=O)(=O)c2ccc(C#Cc3cccc(F)c3)cc2O[C@@H]1CN(C)S(=O)(=O)c1cn(C)cn1
    -52.0, -0.2, 0.9, 101.5*
C[C@H](CO)N1C[C@H](C)[C@@H](CN(C)S(=O)(=O)c2ccc(F)cc2)OCCCC[C@H](C)Oc2ccc(NS(C)(=O)=O)cc2C1=O
    -14.6, 0.3, -7.2, 20.8
C[C@@H]1CCCCO[C@@H](CN(C)Cc2ccc3c(c2)OCO3)[C@H](C)CN([C@@H](C)CO)C(=O)c2cc(NS(=O)(=O)c3cccs3)ccc2O1
    -46.2&57.2, 0.7, -1.1&-3.9, 26.4&15.2

More structures
Under each structure: Pf Dd2 growth, KDM4C inh, C diff growth, T cruzi growth
O=C(C1CCC1)N1CC(=O)N2[C@H](CO)[C@@H](c3ccc(C#Cc4cccc(F)c4)cc3)[C@H]2C1
    3.8, 0.2, -20.7, x
C[C@@H]1CN([C@@H](C)CO)S(=O)(=O)c2ccc(C#CC3CC3)cc2O[C@H]1CN(C)Cc1ccc(F)cc1
    -61.1, -2.3, 17.4, x
C[C@H](CO)N1C[C@H](C)[C@@H](CN(C)Cc2ccc(C(=O)Nc3ccccc3N)cc2)Oc2ccc(NS(=O)(=O)c3ccccc3)cc2C1=O
    34.7, -0.8, -6.2, 28.8
CC(C)NC(=O)N1CCCCN2[C@H](C1)[C@H](c1ccc(C#C[C@@H](C)O)cc1)[C@@H]2CO
    24.7, -0.8, -1.8, 29.2

Outcome played no part in choosing rows; about 7.2% have a hit in one of these screens.
